TSHR antagonist: antagonists of human thyroid stimulating hormone receptor; P16473; TSHR-expressing cells, TSH-stimulated cAMP HTRF, 2 h; hits give low values; 330,000 tested, 0.2% active; AID 504810; activity change, negative = inhibition, % at 11.5 µM;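 active = activity change below a set negative limit, meaning inhibition stronger than a set level, cut at about -70% in these data; inconclusive = activity change between two set negative limits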; also: % is scaled to controls: 0 for no effect and ±100 for the full control effect
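Competitive HTRF cAMP read-out (cryptate anti-cAMP antibody, cAMP-d2; 30 min, room temperature) in freshly harvested TSHR cells. Compounds added before TSH at EC80 (4nM final), followed by 2 hours' incubation at 37 deg C.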
TRPV1 ag: human TRPV1 agonism; activation, % at 8.33 µM; AID 540275; 320,000 tested, 0.19% active; TRPV1-expressing cells, Fluo-8 calcium influx, agonist mode; Q8NER1; in the data active = activation above about 80%; inconclusive = between about 30% and that limit; also: 0% is about no effect
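Cells expressing TRPV1 were dye-loaded with Fluo-8 and read kinetically: 10 s baseline, 3 min after compound (agonist portion), then 2 min after EC20 capsaicin (allosteric enhancer portion). Calcium-bound dye fluorescence at 480/520 nm.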
ELG1 repair inh: blocks ELG1-dependent DNA repair in HEK293T cells | 330,000 tested, 2.3% active | HEK293T ELG1-luciferase reporter, luminescence, 16 h; DNA damage induced by 5-fluorouridine | Potency, µM (titrated, usually from 46.1 µM), inactives show top-dose activity change, negative = inhibition, hits mostly inhibitors | AID 504467; also: potency is read from the fitted curve at half-maximal effect; % is scaled to controls: 0 for no effect and ±100 for the full control effect; nearly all actives have a fitted effect of over 55% in size
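Reporter activity after DNA damage by 5-fluorouridine is monitored. Compound-treated cells incubate 16 hr at 37 °C, then ONE-Glo is added for 30 min before luminescence reading.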
KCNH2 3.1 inh: inhibitors of human KCNH2 3.1 potassium channel isoform | U2OS KCNH2 3.1, thallium flux FluxOr; hits give low values | activity change, % (tested at about 1.8 µM) | 340,000 tested, 0.95% active;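 active = maximum activity change below -70%; inconclusive = maximum activity change from -70% to -50%; inactive = maximum activity change above -50%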;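 also: thallium influx rate constant from kinetic fluorescence after stimulation buffer; % is scaled to controls: 0 for no effect and ±100 for the full control effect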
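Virally transduced U2OS (3.1 isoform, 4 h infection in dark at RT) → overnight 37 C → FluxOr + Red40 in HBSS/HEPES, 45 min → stimulation buffer, 2 min kinetic read → rate constant vs DMSO controls.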
TCR activator: activates T cell receptor signaling; primary human leukocytes, anti-CD3, IL-2 HTRF, 48 h; Potency, µM (highest dose often 9.22 µM), without a hit: at the top dose activation of IL-2 secretion, actives largely listed as activators; 330,000 tested, under 10 active; AID 504894; also: % of control where 0% means no effect
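Readout: HTRF IL-2, Eu-cryptate/d2 antibody pair, 320nm excitation, 665nm emission. Stimulus: a-CD3 beads, no co-stimulation. Cells: primary human leukocytes. Exposure: 48 hr with compound.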
hERG WT inh: blocks the wildtype human KCNH2 potassium channel; U2OS, BacMam KCNH2, thallium flux FluxOr; hits give low values; Q12809; activity change, % at 1.84 µM; 340,000 tested, 0.37% active;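 active = maximum activity change below -70%; inconclusive = maximum activity change between -70% and -50%; inactive = maximum activity change above -50%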; also: % is scaled to controls: 0 for no effect and ±100 for the full control effect
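U2OS cells transduced with wild-type KCNH2 virus are loaded with FluxOr dye for 45 min, and thallium flux is measured in kinetic reads before and after stimulation buffer. Rate constants are normalized to DMSO controls.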
AT treatment: potential ataxia-telangiectasia treatment | […] A-T fibroblasts, KAP-1 phosphorylation AlphaLISA; neocarzinostatin DNA damage 30 min before lysis | Potency, µM (titrated, usually from 57.5 µM), for inactives: top-dose activation, most hits filed as activators | 320,000 tested, 0.19% active; also: potency is read from the fitted curve at half-maximal effect; % of control where 0% means no effect; nearly all actives have a fitted effect of over 45% in size
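ATM-like activity read as KAP-1 phosphorylation via AlphaLISA donor/acceptor antibody pairs after lysis and 6 hr at 25C. Cells were ATM-null patient fibroblasts ([…], hTERT), dosed 60 min, then exposed to the DSB inducer NCS for 30 min.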
Mito fusion act: blocks mitochondrial division or promotes mitochondrial fusion | AID 485298 | 320,000 tested, 0.23% active | Potency, µM (top dose mostly 46.1 µM), inactives show at the top dose growth rescue (activation), actives largely listed as activators | S. cerevisiae fusion-defective mutant growth rescue, CellTiterGlo 48 h;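 also: potency is read from the fitted curve at half-maximal effect; % of control where 0% means no effect; nearly all actives have a fitted effect of over 45% in size; temperature-sensitive fusion mutants such as fzo1-1 at 37 °C on non-fermentable ethanol glycerol medium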
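Temperature-sensitive fusion-defective S. cerevisiae (e.g. fzo1-1, mgm1-5) were grown with compound in YPEG medium (3% ethanol, 3% glycerol) for 48 hours at 37C. Growth rescue was measured as viability by CellTiterGlo luminescence after 10 minutes at ambient.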
Eya2 phos inh: blocks the phosphatase activity of human Eya2; 330,000 tested, 0.006% active; Potency, µM (titrated, usually from 76.9 µM), inactives show at the top dose activity, negative = inhibition, most hits filed as inhibitors; recombinant Eya2, OMFP fluorescence dephosphorylation (OMFP is methylfluorescein phosphate); also: potency is read from the fitted curve at half-maximal effect; % is scaled to controls: 0 for no effect and ±100 for the full control effect
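Eya2 protein (added as 0.2 uM solution) was preincubated with compound for 10 min at ambient temperature in 50 mM HEPES pH 7.5, 50 mM NaCl, 5 uM MgCl2, 0.05% BSA, 1 mM DTT. OMFP (added at 50 uM) then reacted 10 min; fluorescence read at 485/525 nm.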
USP2a block: USP2a (human) protease inhibition | 330,000 tested, 0.01% active | AID 463254 | USP2 core, Ub-CHOP2 coupled fluorogenic reporter, 485/531 | Potency, µM (series often up to 38.3 µM), for inactives: top-dose activity change, negative = inhibition, hits mostly inhibitors;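 also: potency is read from the fitted curve at half-maximal effect; plate controls were DMSO wells for no effect and full inhibition by NEM control for full effect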
Target sequence (O75604 whole entry, looked up): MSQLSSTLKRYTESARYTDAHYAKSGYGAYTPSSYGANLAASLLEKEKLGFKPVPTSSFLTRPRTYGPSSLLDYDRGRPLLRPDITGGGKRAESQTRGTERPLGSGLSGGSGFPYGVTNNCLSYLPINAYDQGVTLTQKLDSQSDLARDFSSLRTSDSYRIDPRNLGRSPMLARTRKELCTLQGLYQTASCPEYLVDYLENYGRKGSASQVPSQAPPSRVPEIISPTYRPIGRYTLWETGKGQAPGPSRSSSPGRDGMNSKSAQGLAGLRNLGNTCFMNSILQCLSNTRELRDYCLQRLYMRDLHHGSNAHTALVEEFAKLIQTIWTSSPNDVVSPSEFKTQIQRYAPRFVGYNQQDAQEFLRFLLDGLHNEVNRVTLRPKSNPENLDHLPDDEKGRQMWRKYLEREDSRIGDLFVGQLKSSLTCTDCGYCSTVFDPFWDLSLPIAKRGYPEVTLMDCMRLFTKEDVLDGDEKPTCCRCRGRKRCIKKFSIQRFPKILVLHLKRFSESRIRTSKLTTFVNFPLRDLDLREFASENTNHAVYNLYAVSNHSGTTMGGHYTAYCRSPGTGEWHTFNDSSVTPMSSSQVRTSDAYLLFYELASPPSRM
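Deubiquitinase activity read as fluorescence (485/531 nm) after Ub-CHOP2 cleavage activates the enterokinase reporter on its substrate; USP2 core 10nM, Ub-CHOP2 and substrate 25nM each, 30min compound preincubation then 60min RT; data normalized to NEM, curves fitted.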
The depositor's hits bear a star; [ ] = another dose, or the depositor's remark. Unless noted, calls follow the shape of the dose curve; as a rule, active = well fitted curve in the direction sought with a large enough effect; inconclusive = small, poorly fitted or top-dose-only effect, or another doubt; inactive = no such curve, though single readings can be large; an effect the other way counts as inactive or inconclusive. A portion of the library; rates above refer to the full screens.

How did Clc1ccc(-n2ncc3c(NCc4cccnc4)ncnc32)cc1Cl do in these assays?
TSHR antagonist: -5; TRPV1 ag: 1; ELG1 repair inh: inconclusive; KCNH2 3.1 inh: -8; TCR activator: 0%; hERG WT inh: 25; AT treatment: -2%; Mito fusion act: 14%; Eya2 phos inh: 6%; USP2a block: 3%

Results for COC(=O)[C@@H]1C[C@@]2(O)[C@@H](O)[C@@H](O)[C@@H](O)C[C@H]2N1Cc1ccc(Cl)cc1 ?
TSHR antagonist: 10; TRPV1 ag: -2; ELG1 repair inh: 0%; KCNH2 3.1 inh: 2; TCR activator: 0%; hERG WT inh: 1; AT treatment: 40µM*; Mito fusion act: -1%; Eya2 phos inh: 5%; USP2a block: -9%

What do the screens show for `O=C(NCc1ccccn1)C1CCN(Cc2cccc(OCc3ccccc3)c2)CC1`?
TSHR antagonist: -1; TRPV1 ag: -1; ELG1 repair inh: 10%; KCNH2 3.1 inh: -2; TCR activator: -3%[46.1 µM]; hERG WT inh: 1; AT treatment: -1%; Mito fusion act: -10%; Eya2 phos inh: -2%; USP2a block: 1%

Results for CCc1cccc(C)c1NC(=O)C1CCCO1 (stereo not drawn) ?
TSHR antagonist: -10; TRPV1 ag: 3; ELG1 repair inh: 3%; KCNH2 3.1 inh: 3; TCR activator: -7%; hERG WT inh: 2; AT treatment: 4%; Mito fusion act: 2%; Eya2 phos inh: -5%; USP2a block: 1%

How did CCCN(CCC)CC(=O)N1CC(=O)Nc2ccccc21 do in these assays?
TSHR antagonist: -4; TRPV1 ag: -3; ELG1 repair inh: 4%; KCNH2 3.1 inh: 4; TCR activator: 5%; hERG WT inh: -6; AT treatment: 10%; Mito fusion act: 7%; Eya2 phos inh: 4%; USP2a block: 1%

What do the screens show for `CC1CCN(S(=O)(=O)c2ccc3ccccc3c2)CC1`?
TSHR antagonist: -9; TRPV1 ag: 16; ELG1 repair inh: 0%; KCNH2 3.1 inh: 2; TCR activator: -6%; hERG WT inh: -2; AT treatment: 9%; Mito fusion act: 15%; Eya2 phos inh: -2%; USP2a block: 3%

What do the screens show for `COC(=O)N(NC(=O)C(O)(CCC(C)C)CCC(C)C)c1ccccc1`?
TSHR antagonist: -13; TRPV1 ag: 21; ELG1 repair inh: -10%; KCNH2 3.1 inh: -9; TCR activator: -1%[46.1 µM]; hERG WT inh: -23; AT treatment: 6%; Mito fusion act: -1%; Eya2 phos inh: 0%; USP2a block: 5%

Results for Cc1cccc(NC(=O)CSC(N)=O)c1C ?
TSHR antagonist: 1; TRPV1 ag: 0; ELG1 repair inh: -29%; KCNH2 3.1 inh: -4; TCR activator: 6%; hERG WT inh: -9; AT treatment: -6%; Mito fusion act: -5%; Eya2 phos inh: -7%; USP2a block: 0%

How did O=c1c2ccccc2oc2c1oc1ccccc12 do in these assays?
TSHR antagonist: 8; ELG1 repair inh: inconclusive; TCR activator: 1%[46.1 µM]; hERG WT inh: 0; AT treatment: -15%; Eya2 phos inh: -8%; USP2a block: 2%

What do the screens show for `CCCCc1ccc(NC(=S)NCC2CCCO2)cc1` (stereo not drawn)?
TSHR antagonist: -13; TRPV1 ag: 26; ELG1 repair inh: -29%; TCR activator: -6%; hERG WT inh: 13; AT treatment: -1%; Mito fusion act: 18%; Eya2 phos inh: -15%; USP2a block: 3%

Results for Cc1cccc(NC(=O)C2(c3ccccc3)CC2(Cl)Cl)c1 (stereo not drawn) ?
TSHR antagonist: -2; TRPV1 ag: -1; ELG1 repair inh: 9%; KCNH2 3.1 inh: -6; TCR activator: -2%; hERG WT inh: -7; AT treatment: 11%; Mito fusion act: -9%; Eya2 phos inh: -11%; USP2a block: -13%

How did CC1CN(C(=O)C(C)N2CCN(c3ccccc3Cl)CC2)CC(C)O1 (stereo not drawn) do in these assays?
TSHR antagonist: -6; TRPV1 ag: 3; ELG1 repair inh: -8%; KCNH2 3.1 inh: -5; TCR activator: -2%; hERG WT inh: -4; AT treatment: -2%; Mito fusion act: 11%; Eya2 phos inh: -14%; USP2a block: -1%

Results for Cc1cc(C(=O)CC#N)c(C)n1CC(F)(F)F ?
TSHR antagonist: -14; TRPV1 ag: 6; ELG1 repair inh: 0%; KCNH2 3.1 inh: -1; TCR activator: -1%; hERG WT inh: 4; AT treatment: -3%; Mito fusion act: 1%; Eya2 phos inh: -8%; USP2a block: -2%

How did COc1cccc(CN2CCN(C3CCOCC3)CC2CCO)c1 (stereo not drawn) do in these assays?
TSHR antagonist: -3; TRPV1 ag: 4; ELG1 repair inh: 6%; KCNH2 3.1 inh: 9; TCR activator: -1%; hERG WT inh: 13; AT treatment: -5%; Mito fusion act: -7%; Eya2 phos inh: 1%; USP2a block: 9%

How did COc1cc(C=O)ccc1OCc1ccncc1 do in these assays?
TSHR antagonist: -10; TRPV1 ag: -5; ELG1 repair inh: 12%; KCNH2 3.1 inh: 18; TCR activator: -3%; AT treatment: -7%; Mito fusion act: 12%; Eya2 phos inh: 12%; USP2a block: 2%

Among those listed so far, 2 have an aryl methoxy group.
How did COc1cccc(CN2CCN(C3CCOCC3)CC2CCO)c1 (stereo not drawn) do in these assays?
TSHR antagonist: -3; TRPV1 ag: 4; ELG1 repair inh: 6%; KCNH2 3.1 inh: 9; TCR activator: -1%; hERG WT inh: 13; AT treatment: -5%; Mito fusion act: -7%; Eya2 phos inh: 1%; USP2a block: 9%

How did COc1cc(C=O)ccc1OCc1ccncc1 do in these assays?
TSHR antagonist: -10; TRPV1 ag: -5; ELG1 repair inh: 12%; KCNH2 3.1 inh: 18; TCR activator: -3%; AT treatment: -7%; Mito fusion act: 12%; Eya2 phos inh: 12%; USP2a block: 2%

Later entries.
How did Nc1nnnn1/N=C/c1ccccc1OCc1ccccc1 do in these assays?
TSHR antagonist: 1; TRPV1 ag: inconclusive; ELG1 repair inh: 15%; KCNH2 3.1 inh: -13; TCR activator: 2%; hERG WT inh: -17; AT treatment: 1%; Mito fusion act: 2%; Eya2 phos inh: -13%; USP2a block: 1%

Results for CC(C)C[C@@H](CO)N1CCN(C)CCC1=O ?
TSHR antagonist: 19; TRPV1 ag: -1; ELG1 repair inh: -12%; KCNH2 3.1 inh: -1; TCR activator: 6%; hERG WT inh: -3; AT treatment: 17%; Mito fusion act: 0%; Eya2 phos inh: 7%; USP2a block: -1%

How did COc1cc(OC)cc(C(=O)NCC(=O)Nc2ccc(OC)c(Cl)c2)c1 do in these assays?
TSHR antagonist: 6; TRPV1 ag: 6; ELG1 repair inh: -28%; KCNH2 3.1 inh: 31; TCR activator: 0%; hERG WT inh: 1; AT treatment: 9%; Mito fusion act: 3%; Eya2 phos inh: 2%; USP2a block: 2%

How did O=C(Cc1ccccc1Cl)Nc1cccnc1 do in these assays?
TSHR antagonist: 2; TRPV1 ag: 2; ELG1 repair inh: 7%; KCNH2 3.1 inh: -8; hERG WT inh: 1; AT treatment: 0%; Mito fusion act: 4%; Eya2 phos inh: 13%; USP2a block: -2%

What do the screens show for `O=C(O)c1cc([N+](=O)[O-])ccc1NCCCc1ccccc1`?
TSHR antagonist: -23; KCNH2 3.1 inh: -4; TCR activator: -4%; hERG WT inh: -2; Mito fusion act: 8.2µM*; Eya2 phos inh: 27%

What do the screens show for `O=C(NC1CCCC1)c1ncn[nH]1`?
TSHR antagonist: 21; TRPV1 ag: -7; ELG1 repair inh: 2%; KCNH2 3.1 inh: 17; TCR activator: 1%[46.1 µM]; hERG WT inh: -8; AT treatment: -4%; Mito fusion act: -2%; Eya2 phos inh: 2%; USP2a block: 2%

How did CN1CCN(CC(=O)Nc2cccc([N+](=O)[O-])c2)CC1 do in these assays?
TSHR antagonist: -1; TRPV1 ag: 3; ELG1 repair inh: 3%; KCNH2 3.1 inh: -5; TCR activator: -4%; hERG WT inh: -6; AT treatment: 2%; Mito fusion act: 6%; Eya2 phos inh: -2%; USP2a block: -1%

Results for CC(=O)Nc1ccc(S(=O)(=O)Nc2nc3ccccc3nc2Nc2ccc(C(=O)O)c(O)c2)cc1 ?
TSHR antagonist: -16; ELG1 repair inh: 0%; KCNH2 3.1 inh: 3; TCR activator: -2%; hERG WT inh: 2; AT treatment: 24%; Eya2 phos inh: 6%; USP2a block: 6%

Results for O=[N+]([O-])c1ccc(Nc2ccccc2F)nc1 ?
TSHR antagonist: -6; TRPV1 ag: -6; ELG1 repair inh: -15%; KCNH2 3.1 inh: 0; TCR activator: -9%; hERG WT inh: -3; AT treatment: 0%; Mito fusion act: -3%; Eya2 phos inh: 5%; USP2a block: 15%
